D1 potentiator: human D1 dopamine receptor positive modulation | potentiation, % at 10 µM | HEK293 TREx D1 cells, calcium flux, dopamine EC20 potentiation | AID 504651 | 360,000 tested, 0.036% active; in the data active means potentiation above about 30%; further: 0% is about no effect
D1 antag: blocks dopamine activation of the human D1 receptor | HEK293 TREx D1 cells, calcium flux, dopamine EC80; hits give low values | activity change, negative = inhibition, % at 10 µM | P21728 | 360,000 tested, 3.2% active; in the data active means activity change below about -30%; further: on the % scale 0 is the no-effect control and ±100 the full control effect
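Tetracycline-induced HEK293 T-REx cells with force-coupled D1 receptor were loaded with a no-wash calcium dye. Compound was added after a 10 s baseline and read kinetically for 180 s; EC80 dopamine was then added and calcium flux followed another 180 s.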
D2 antag: antagonists of human D2 dopamine receptor; P14416; inhibition, % at 10 µM; 340,000 tested, 2% active; HEK293 TREx D2 cells, calcium flux, dopamine EC80; AID 485344; in the data active means inhibition above about 30%; further: 0% is about no effect
Target sequence (P14416 whole entry, looked up): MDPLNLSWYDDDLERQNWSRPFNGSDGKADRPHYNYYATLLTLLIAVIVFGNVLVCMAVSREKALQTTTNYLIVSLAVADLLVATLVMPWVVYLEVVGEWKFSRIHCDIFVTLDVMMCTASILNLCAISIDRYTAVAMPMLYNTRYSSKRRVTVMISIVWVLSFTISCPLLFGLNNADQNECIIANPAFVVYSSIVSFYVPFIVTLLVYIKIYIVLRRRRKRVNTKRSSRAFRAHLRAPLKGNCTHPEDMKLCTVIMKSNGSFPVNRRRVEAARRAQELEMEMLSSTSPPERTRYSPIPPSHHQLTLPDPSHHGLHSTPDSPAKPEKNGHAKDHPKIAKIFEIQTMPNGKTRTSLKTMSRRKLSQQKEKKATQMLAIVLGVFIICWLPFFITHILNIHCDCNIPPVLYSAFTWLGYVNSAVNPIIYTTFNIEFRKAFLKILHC
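HEK293 T-REx D2 cells, tet-induced, calcium dye no-wash. Cpd pintool add, 180 s kinetic, then EC80 DA, 180 s kinetic. Ca flux read.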
TRHR PAM: TRH receptor (human) allosteric enhancement; TRHR cells, fluo-8 calcium fluorescence, EC20 TRH enhancement; 360,000 tested, 0.66% active; enhancement, % at 2 µM; P34981; in the data active means enhancement above about 30%; further: 0% is about no effect
Target sequence (P34981 whole entry, looked up): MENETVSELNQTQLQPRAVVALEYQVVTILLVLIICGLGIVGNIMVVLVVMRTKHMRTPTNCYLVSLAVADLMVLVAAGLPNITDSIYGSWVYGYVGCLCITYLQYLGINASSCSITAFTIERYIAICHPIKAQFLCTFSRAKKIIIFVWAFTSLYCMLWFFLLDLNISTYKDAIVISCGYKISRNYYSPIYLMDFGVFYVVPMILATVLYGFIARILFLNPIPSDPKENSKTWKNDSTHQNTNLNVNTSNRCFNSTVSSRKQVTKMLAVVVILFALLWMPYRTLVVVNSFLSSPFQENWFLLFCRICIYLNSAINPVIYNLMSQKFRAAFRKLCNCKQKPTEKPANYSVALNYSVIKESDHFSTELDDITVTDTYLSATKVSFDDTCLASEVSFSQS
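Enhancer read-out: after compound pinning and an initial kinetic agonist-mode read, an EC20 of TRH (10 nM final) was injected and fluo-8 calcium signal (Ex 480/Em 530) followed at 1 s/cycle for 100 cycles in TRHR-expressing cells.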
D2 potentiator: positively modulates the human D2 dopamine receptor allosterically. P14416. HEK293 T-REx D2, calcium flux, EC20 dopamine potentiation. potentiation, % at 10 µM. 340,000 tested, 0.34% active;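 active means potentiation over 3 SD above the plate norm, cut at about 30% in these data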; further: 0% is about no effect
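Calcium flux readout, no-wash dye, 1 read/s. Inducible HEK293 Trex D2 line, overnight 30 C. Compound alone 180 s (agonist flags), then EC20 dopamine, another 180 s to score potentiation.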
RXFP1 antag: RXFP1 (human) relaxin receptor antagonism; Q9HBX9; HEK293-RXFP1, relaxin-stimulated cAMP HTRF, 30 min; hits give low values; activity change, negative = inhibition, % at 57.5 µM; 350,000 tested, 0.59% active;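 active means activity change of -60% or lower, but not beyond a set lower limit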; further: on the % scale 0 is the no-effect control and ±100 the full control effect
D1 ag: agonists of human D1 dopamine receptor; HEK293 T-REx D1 cells, calcium flux, agonist mode; 360,000 tested, 1% active; activation, % at 2 µM; in the data active means activation above about 30%; further: 0% is about no effect
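Inducible HEK293 T-REx D1 cells, force-coupled to calcium signalling, were plated at 4000 cells/well with tetracycline and held overnight at 30 C. After no-wash calcium dye loading, compound-evoked calcium rise over 180 s flagged agonists.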
D2 ag: D2 dopamine receptor (human) agonism; activation, % at 2 µM; 340,000 tested, 0.53% active; HEK293 T-REx D2 cells, calcium flux agonist mode; P14416;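 active means activation over 3 SD above normal in the single-dose calcium agonist read, cut at about 30% in these data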; further: 0% is about no effect
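HEK293 Trex D2 cells, tetracycline-induced, o/n 30 C 5% CO2; no-wash Ca dye, RT 30–90 min; 10-cycle baseline, 23 nl cpd added, kinetic Ca read 180 s; agonist hits = positive Ca response.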
RXFP1 ag: activates the human relaxin receptor RXFP1 | Q9HBX9 | HEK293T-RXFP1 cAMP TR-FRET, 30 min; response scale: percent of porcine relaxin response, buffer zero | Potency, µM (top dose mostly 57.5 µM), inactives show top-dose activation, most hits filed as activators | 370,000 tested, 0.3% active; active means well fitted activation curve with a large enough effect; further: potency means the concentration at half of the fitted maximal effect; on the % scale 0 is the no-effect control and ±100 the full control effect; nearly all actives have a fitted effect of over 60% in size; many of its hits are not listed in these tables
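HEK293 cells stably expressing RXFP1, treated 30 min at 37C with compounds plus PDE4 inhibitor Ro 20174; cAMP measured by HTRF TR-FRET. Normalized to buffer and 29 nM porcine relaxin; EC50 by Hill fit.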
* hit, by the source's call; . = not tested or not shown; & = joins results of further samples.

SMILES	D1 ag	RXFP1 ag	TRHR PAM	D2 potentiator	RXFP1 antag	D1 antag	D1 potentiator	D2 ag	D2 antag
COc1cccc(C2C(C(=O)c3ccc(C)o3)=C(O)C(=O)N2CCN2CCOCC2)c1 (stereo not drawn)	2.6	-0.7%	-10.4	-1.4	3.8	-14.6	-5.1	.	.
O=C(Cn1nc(-c2ccc(Cl)cc2)c2ccccc2c1=O)Nc1cccc(Br)c1	4.0	-0.1%	-3.2	-3.3	2.6	21.7	2.1	3.3	.
Cc1cc(NC(=O)COc2ccc(C(C)(C)C)cc2)no1	5.1	-1.8%	8.1	-4.8	-12.0	-15.3	-6.5	-0.2	-6.1
O=C(NCc1cccs1)c1ccc(CSc2nc3ccncc3n2Cc2ccccc2)cc1	20.9	0.5%	0.5	15.4	3.9	-20.4	-2.5	-1.2	.
COc1cc(OC)c(NC(=O)Cn2nc(C)n3cccc3c2=O)cc1Cl	9.7	0.4%	0.6	3.3	5.3	-8.6	0.0	-0.2	.
Cc1c(C(=O)N(C)Cc2cccc(F)c2)oc2c(Cl)cccc12	2.0	0.0%	1.8	-0.4	-19.5	-7.1	-3.2	-0.6	7.9
COc1ccc2cc(CNc3ccccc3)c(=O)n(CC(=O)Nc3ccc(C(C)=O)cc3)c2c1	1.3	5.5%	-5.5	-9.1	.	-6.5	-0.5	0.1	.
COC(=O)c1ccccc1NC(=O)c1ccc(-c2nc(COc3ccccc3)c(C)o2)cc1	-0.2	0.6%	7.4	2.6	10.8	0.1	0.6	-0.1	.
O=C(COC(=O)c1c(F)cccc1F)Nc1ccc2[nH]c(=O)[nH]c2c1	5.5	0.4%	-8.4	-7.2	-5.5	-11.9	-3.1	-0.6	64.7*
CN(C)C(=O)CSc1nc2ccc(C(=O)c3ccccc3)cc2[nH]1	0.4	-2.0%	-4.5	.	-9.3	-10.9	-9.3	.	.
CC1=C(C(=O)Nc2ccc(Cl)cc2)C(c2cccs2)n2nnnc2N1 (stereo not drawn)	0.1	-2.6%	5.3	0.9	-9.6	16.3	-11.5	0.0	-0.1
CC(OC(=O)c1cccc(Cl)c1)C(=O)NC1CCCCC1C (stereo not drawn)	1.1	-1.2%	-0.7	3.1	3.4	28.4	4.2	-2.9	0.3
COC(=O)c1cc(S(=O)(=O)N2CCN(c3cccc(C)c3)C(C)C2)c[nH]1 (stereo not drawn)	1.4&0.4	0.5%&-0.7%	4.7&1.9	4.8&1.4	-15.6	-13.9&-24.1	-0.1&-1.9	-0.4	-13.1
Cc1ccc(C)c(C(=O)CSc2nc3ccccc3c(=O)[nH]2)c1	2.4	8.7%	-3.4	18.7	-9.7	1.1	-0.6	0.3	-16.6
COc1ccc(C2SCCN2S(=O)(=O)c2ccc(NC(C)=O)cc2)cc1 (stereo not drawn)	6.4	-2.1%	-4.3	-5.7	-13.1	13.3	-9.4	1.6	1.3
COc1ccc(OC)c(NC(=O)CN2CCCN(Cc3cc(C)ccc3C)S2(=O)=O)c1	-0.5	0.6%	7.0	-5.6	-5.9	2.2	-2.0	0.2	.
O=C(Nc1cc(Cl)cc(Cl)c1)c1ccc(F)c(S(=O)(=O)NC2CCCC2)c1	4.7	-18.9%	5.2	-12.7	-19.1	-4.2	3.5	.	.
CCc1ccc(NC(=S)Nc2cccc(OC)c2)cc1	-0.4	1.4%	-4.0	7.9	8.8	-24.2	-4.6	0.9	-17.4
CCCC(C(=O)NCc1ccco1)N(Cc1ccco1)C(=O)CNS(=O)(=O)c1ccccc1 (stereo not drawn)	3.2	-1.3%	-7.3	-2.5	-4.1	0.4	1.6	-0.2	10.0
O=C(CCS(=O)(=O)Cc1ccccc1)N1CCN(c2ccccc2)CC1	-1.1	1.6%	-0.4	14.2	9.1	-19.4	-3.2	0.2	4.4
CCOc1ccc(C(=O)NCc2ccc3c(c2)OCO3)cc1	0.8	0.2%	-2.9	10.5	-4.6	-0.6	-2.3	0.5	-0.9
O=[N+]([O-])c1ccc(COc2ccc(Br)cc2CN2CCOCC2)cc1	0.6	2.0%	-5.2	-10.7	-3.1	-4.4	2.0	-1.3	-8.9
CCC(CC)C(=O)Nc1ccc2nc(SCC(=O)N3CCc4ccccc43)sc2c1	2.8	-0.3%	10.4	9.0	.	7.2	-1.9	1.5	.
Cc1ccc(-c2cc(C(=O)NN=C3CCCC3)c3ccccc3n2)cc1	1.8	-1.5%	-7.3	8.1	-18.8	-12.3	0.2	-0.1	3.0
CCn1ccnc1CN(C)C(=O)CC1C(=O)NCCN1Cc1c(F)cccc1Cl (stereo not drawn)	1.0	1.9%	-1.3	5.0	-11.0	17.9	0.0	-0.1	-2.1

Marked active in D2 antag, of those listed so far:
structure | D1 ag | TRHR PAM | D2 potentiator | RXFP1 antag | D1 antag | D1 potentiator | D2 antag
O=C(COC(=O)c1c(F)cccc1F)Nc1ccc2[nH]c(=O)[nH]c2c1 | 5.5 | -8.4 | -7.2 | -5.5 | -11.9 | -3.1 | 64.7*

(cont.)
SMILES	D1 ag	RXFP1 ag	TRHR PAM	D2 potentiator	RXFP1 antag	D1 antag	D1 potentiator	D2 ag	D2 antag
CCCCn1c(SCC(=O)c2ccccc2)nc2c(sc3ccccc32)c1=O	1.9	6.9%	-1.7	-5.7	2.8	0.9	-1.8	0.7	.
COc1ccc(-c2cnc(N)nc2-c2ccc(OC)cc2O)cc1	-0.2	0.8%	14.8	6.9	-36.9	-1.5	-2.1	-0.7	-4.6
COc1ccc(CNC(=O)c2ccc(N3CCCC3)c(NC(=O)NCc3ccc(C)cc3)c2)cc1	10.8	0.3%	0.2	-5.1	4.7	-13.3	0.3	0.1	.
O=C1c2ccsc2SCCN1Cc1ccc(Cl)cc1	2.0	2.3%	-0.1	10.8	2.3	-0.7	1.5	1.1	-6.4
Cc1ccc(NC(=O)C2=CCN(S(=O)(=O)c3ccc(F)cc3)CC2)c(C)c1	-2.5	0.3%	-9.2	.	.	17.8	-1.8	.	.
O=C(NCc1ccc(F)cc1)c1c2c(nc3ccccc13)CCN(Cc1ccccc1)C2	-1.0	1.0%	-16.3	-9.5	8.3	-25.6	-5.3	1.8	7.4
CC(C)[C@H](NC(=O)c1ccccc1)C(=O)OCC(=O)N1CC(=O)Nc2ccccc21	3.2	-3.3%	-9.6	.	-2.4	1.4	-1.7	.	.
Cc1ccc(NC(=O)[C@@]2(CC(=O)O)CC(/C=C/c3ccccc3)=NO2)c(C)c1	2.8	1.3%	-2.8	-8.8	-4.2	3.9	3.6	-2.4	14.1
COc1ccc(CCNC(=O)CN2C(=O)c3ccccc3C2=O)cc1	0.6	0.4%	-2.8	-5.7	22.5	6.3	-6.2	0.0	0.1
Cc1nn(-c2c(Cl)cc(Cl)cc2Cl)c(=O)c2ccccc12	74.0*	2.5%	2.5	20.0	-17.0	2.6	-1.5	0.2	-1.1
Cc1nc2nc[nH]n2c(=O)c1NC(=O)c1cccc(OCC(C)C)c1	0.8	3.1%	-7.2	4.8	-9.8	-0.2	1.0	0.4	-5.4
CC1=CC(c2ccccc2)n2nc(NC(=O)CCCC(=O)O)nc2N1 (stereo not drawn)	1.4	2.4%	-0.7	3.7	4.7	-2.9	-3.4	0.5	-8.8
CCOC(=O)C1CCCCN1Cc1cccc(F)c1 (stereo not drawn)	2.3	-0.2%	-10.1	1.3	-10.5	-15.8	-2.2	0.2	3.8
Cc1ccc(-c2cn3cccc(C)c3n2)cc1NS(=O)(=O)c1ccccc1	-0.2	1.7%	1.9	8.1	.	-4.0	-0.1	.	.
Cc1cn([C@@H](CCCCNC(=O)OC(C)(C)C)C(=O)NCCCCCCCCCCC(=O)N2CCN(C(=O)OC(C)(C)C)CC2)nn1	7.0	0.0%	-4.8	0.4	.	-17.1	-8.1	0.0	11.8
CCn1cc(C(=O)OCC(=O)c2ccccc2)c(=O)c2ccc(C)nc21	6.7	1.1%	16.9	8.1	5.5	-19.3	-4.0	0.0	10.6
COc1ccccc1-n1c(C)cc(C=O)c1C	0.6	2.5%	1.7	.	2.9	7.5	-2.8	.	.
Cc1ccc(S(=O)(=O)N2CCCCC2C(=O)N2CCN(c3ccccc3F)CC2)cc1 (stereo not drawn)	0.6	1.3%	-3.9	-4.1	1.4	7.6	-4.2	-0.4	-8.8
COc1nc(-c2cccc([N+](=O)[O-])c2)nc2ccccc12	3.0	-0.2%	3.6	10.9	1.7	-8.3	-1.9	1.4	15.9
O=C(NCc1csc(-c2cccs2)n1)C1CC1	1.8	0.9%	-6.0	12.5	-5.3	-6.6	-0.4	-0.6	10.7
C/C(=C\c1ccccc1)CN1CCN(c2ccccc2)CC1	0.5	0.9%	0.9	-5.6	-15.1	-38.1*	-8.3	-0.4	-5.8
O=C1CC(c2c[nH]c3ccccc23)C(=O)N1 (stereo not drawn)	1.8	2.0%	-0.1	13.4	-4.4	11.6	-8.2	0.3	0.7
Cc1nn(-c2ccccc2)c(Cl)c1/C=N\NC(=O)c1cnccn1	-0.9	1.8%	0.6	12.0	.	3.9	-3.5	0.4	-8.5
COc1ccc(NC(=O)CSc2ccccc2)c(OC)c1	1.9	-0.3%	10.6	17.3	-14.3	5.5	-12.3	-0.3	-14.9
C#CCOCCOCCOCCNc1nc(N2CCN(C(=O)[C@H]([C@@H](C)CC)n3cc(CCCCN)nn3)CC2)nc(N2CCN(C(=O)[C@H](CCCCN)n3cc(CCCC)nn3)CC2)n1	3.4	0.7%	-2.8	9.0	.	9.0	-2.6	-0.5	7.8

An excerpt. The share of hits here may be higher or lower than overall.
